# PMI inhibitors: inhibitors of human PMI, primary screen, biochemical, fluorescence intensity, coupled assay (AID 1209) | Mannose-6-phosphate isomerase (Homo sapiens) | purified PMI enzyme, coupled fluorescence intensity; higher % means a stronger effect | inhibition, % at 20 µM, or IC50 in µM where a hit was titrated | 0.42% of 190,000 active;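 further: plate controls were DMSO vehicle for no effect and wells lacking substrate for full effect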
# KOR beta-arrestin-1: KOR antagonists, beta-arrestin recruitment, cell-based, luminescence, uHTS (AID 1778); KOR beta-arrestin recruitment, luminescence, antagonist mode; higher % means a stronger effect; inhibition, % at 10 µM, or IC50 in µM where a hit was titrated; 0.091% of 290,000 active; further: strong numbers were not always called active
# TNAP activators: human TNAP enzyme activators, primary screen, biochemical, luminescent, no phosphate acceptor, uHTS (AID 1001). Alkaline phosphatase, tissue-nonspecific isozyme (Homo sapiens). purified TNAP, luminescent activation assay, no phosphate acceptor; higher activation fold means a stronger effect. activation fold at 20 µM, or EC50 in µM where a hit was titrated. 0.03% of 200,000 active; in the data active means activation fold from about 3, or a potency from the dose series; inactive means the rest, 99 in 100 with activation fold below about 1.6; further: many of its hits are not listed in these tables
# XIAP antagonists: XIAP antagonists, biochemical, IAP family, fluorescence polarization (AID 1018); 0.007% of 200,000 active; XIAP BIR domain, fluorescence polarization peptide displacement; higher % means a stronger effect; displacement, % at 20 µM, or IC50 in µM where a hit was titrated; E3 ubiquitin-protein ligase XIAP (Homo sapiens); in the data active means displacement above about 50%; further: a part of the inactive calls stands beside numbers as strong as those of hits
# HEK293 NOD2/NF-kB: NOD2 signaling inhibitors, cell-based, luminescence, uHTS, HEK293 (AID 1566); HEK293 NOD2/NF-kB luciferase reporter, luminescence; higher % means a stronger effect; 0.63% of 290,000 active; inhibition, % at 4 µM, or EC50 in µM where a hit was titrated; further: many of its hits are not listed in these tables
# human PMI inhibitors: human PMI inhibitors, high substrate, primary screen, biochemical, fluorescence intensity, high mannose 6-phosphate (AID 1220) | Mannose-6-phosphate isomerase (Homo sapiens) | recombinant PMI enzyme, coupled fluorescence intensity; higher % means a stronger effect | inhibition, % at 20 µM, or IC50 in µM where a hit was titrated | 0.66% of 190,000 active
# LYP inhibition: inhibitors of LYP phosphatase, biochemical, fluorescence intensity, uHTS (AID 1779); Tyrosine-protein phosphatase non-receptor type 22 (Homo sapiens); recombinant LYP phosphatase, fluorescence intensity; higher % means a stronger effect; inhibition, % at 11.5 µM, or IC50 in µM where a hit was titrated; 0.054% of 290,000 active;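 further: plate controls were vehicle with enzyme for no effect and no enzyme for full effect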
# KOR beta-arrestin-2: KOR agonists, beta-arrestin recruitment, primary screen, cell-based, luminescence, uHTS (AID 1777) | 0.02% of 280,000 active | activation, % at 10 µM, or EC50 in µM where a hit was titrated | KOR beta-arrestin recruitment, luminescence; higher % means a stronger effect | Kappa-type opioid receptor (Homo sapiens); in the data active means activation above about 50%, passing the limit was not always enough; further: a part of the inactive calls stands beside numbers as strong as those of hits
# NOD1 inhibition: NOD1 signaling inhibitors, primary screen, cell-based, luminescence, uHTS (AID 1578); NOD1-driven NF-kB luciferase reporter cells, luminescence; higher % means a stronger effect; inhibition, % at 4 µM; hits with a dose series show EC50 in µM; 1% of 290,000 active; in the data active means inhibition mostly above about 36%, no sharp cut-off; inactive means mostly below about 34%;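 further: HEK-293T reporter cells stimulated with the NOD1 agonist gamma-tri-DAP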
# The depositor's hits bear a star; . = no result given; [ ] = another dose, or the depositor's remark. Unless noted, no stated cut-off is given here; in the data, active means inhibition above about 50%; inactive means the rest. Only part of the results is shown (hit frequency here may not be typical).
# The line under a structure holds: PMI inhibitors	KOR beta-arrestin-1	TNAP activators	XIAP antagonists	HEK293 NOD2/NF-kB	human PMI inhibitors	LYP inhibition	KOR beta-arrestin-2	NOD1 inhibition
1) CC(C)NCC(O)COCc1ccc(Cl)cc1 (configuration not stated)
  -1%	25%	1.1	-3.2%	-6%	0%	-11%	-1.8%	-11%
2) Cc1ccc(C)c(NCc2n[nH]c(=S)n2-c2ccccc2)c1
  4%	-16%[20 µM]	1.1	-3.7%	13%	11%	1%	.	-19%
3) COCC(C)OC(=O)c1c(N)n(CCCN2CCOCC2)c2nc3ccccc3nc12 (configuration not stated)
  .	-16%	.	.	12%	.	-22%	5.6%	0%
4) CCOC(=O)C1CCN(Cc2nnc(-c3ccccc3C)o2)CC1
  .	41%	.	.	-28%	.	-2%	-3.8%	-11%
5) Nn1c(SCC(=O)Nc2ccccc2)nnc1-c1cccnc1
  9%	-10%	1.1	-7.8%	-18%	8%	4%	-2.3%	-30%
6) CCCN1CCN(C(c2cc3cc4c(cc3[nH]c2=O)OCO4)c2nnnn2C(C)(C)C)CC1 (configuration not stated)
  -2%	-14%	0.8	-2.7%	-14%	2%	5%	0.0%	-21%
7) O=C(CN1C2=NCCCN2c2ccccc21)c1cccc(Br)c1
  -11%	-1%	0.9	-2.1%	-18%	-6%	4%	4.6%	-25%
8) OCC1(c2cc(C(F)(F)F)n[nH]2)CCCCC1
  1%	-25%	1.1	-2.4%	2%	7%	-6%	-1.8%	-6%
9) CCc1ccc(NC(=O)N(CCN2CCOCC2)Cc2ccc3c(c2)CCCN3CC)cc1
  4%	22%	1.1	-3.3%	-11%	-1%	-11%	-5.9%	4%
10) COc1cc2c(cc1OC)-c1cc(Nc3ccccc3C)nc(=O)n1CC2
  .	-4%	.	.	2%	.	-3%	-4.7%	-8%
11) CCCOc1ccc(CC(=O)N/N=C\c2ccc(F)cc2)cc1
  .	-28%[20 µM]	.	.	32%	.	-12%	-1.4%	23%
12) O=C(Nc1ccc(F)cc1)C1CCC(N2C(=O)c3ccccc3C2=O)CC1 (configuration not stated)
  8%	-7%	1	-5.5%	-6%	5%	5%	-2.5%	-28%
13) COCC(C)n1c(C)cc(C(=O)CSc2nnnn2-c2ccc(O)cc2)c1C (configuration not stated)
  8%	-28%	1	-19%	25%	17%	-2%	3.0%	-26%
14) CCOC(=O)C1=C(C)SC2=NS(=O)(=O)CCN21
  5%	-11%	1.2	20%	14%	9%	-10%	9.4%	-10%
15) COc1ccccc1C(=O)NCCOc1ccc(C(C)(C)C)cc1
  .	-16%	.	.	4%	.	-2%	4.1%	-14%
16) N#Cc1c(F)cccc1NCc1cccs1
  .	15%	.	.	-29%	.	-5%	-4.5%	-7%
17) c1ccc(-c2cccc(-c3ccccn3)n2)nc1
  27%	19%	0.9	-3.3%	-42%	-8%	-1%	-2.8%	90%*
18) COc1ccc(S(=O)(=O)N2CCN(C/C=C/c3ccccc3)CC2)cc1NC(C)=O
  .	-3%	.	.	34%	.	-5%	0.6%	-4%
19) CN(CCOc1ccccc1)S(=O)(=O)c1ccc2oc3ccccc3c2c1
  1%	-10%	0.9	-22%	22%	4%	-1%	-2.1%	36%
20) Cc1ccc(OCC(=O)NCCNC(=O)c2ccncc2)cc1
  .	-24%	.	.	12%	.	-6%	-1.7%	15%

# Continued, overlapping the part above by 4 compounds.
# The line under a structure holds: PMI inhibitors	KOR beta-arrestin-1	TNAP activators	XIAP antagonists	HEK293 NOD2/NF-kB	human PMI inhibitors	LYP inhibition	KOR beta-arrestin-2	NOD1 inhibition
17) c1ccc(-c2cccc(-c3ccccn3)n2)nc1
  27%	19%	0.9	-3.3%	-42%	-8%	-1%	-2.8%	90%*
18) COc1ccc(S(=O)(=O)N2CCN(C/C=C/c3ccccc3)CC2)cc1NC(C)=O
  .	-3%	.	.	34%	.	-5%	0.6%	-4%
19) CN(CCOc1ccccc1)S(=O)(=O)c1ccc2oc3ccccc3c2c1
  1%	-10%	0.9	-22%	22%	4%	-1%	-2.1%	36%
20) Cc1ccc(OCC(=O)NCCNC(=O)c2ccncc2)cc1
  .	-24%	.	.	12%	.	-6%	-1.7%	15%
21) CCn1cc(-c2csc(N)n2)c(C)n1
  0%	-10%	1.1	-1.9%	-2%	22%	-2%	-0.5%	-20%
22) CCOCCCNC(=O)C(NC(=O)Cc1c[nH]c2ccccc12)c1ccc(OC)cc1 (configuration not stated)
  5%	10%	1	-3.5%	14%	-1%	-4%	0.1%	-34%
23) CCOc1ccc(S(=O)(=O)N(CC)CC(=O)NCc2ccco2)cc1C
  .	-48%	.	.	10%	.	-10%	2.3%	-8%
24) Cc1ccccc1-n1nc(C)c2cc(C(=O)N3CCN(S(=O)(=O)c4ccc(Cl)cc4)CC3)sc21
  16%	-42%	1.1	-5.3%	34%	12%	4%	1.6%	31%
25) O=C(Nc1ccc(F)cc1F)c1cc2ncc(CCCl)cn2n1
  -3%	-8%	1.1	0.7%	-17%	21%	1%	1.2%	-69%
26) OCCC1CN(Cc2cnc(-c3ccccc3)s2)CCN1C1CCCCC1 (configuration not stated)
  4%	25%[20 µM]	1	-5.3%	13%	3%	-4%	-5.2%	-23%
27) O=C(O)C1(c2ccccc2)CCN(S(=O)(=O)c2ccc(Cl)cc2)CC1
  .	-5%[20 µM]	.	.	23%	.	1%	0.5%	8%
28) COc1ccc(-c2cn3cc(C(=O)NN)ccc3n2)cc1
  10%	-7%	1.1	-0.6%	-66%	8%	-9%	-4.0%	-32%
29) O=C(NCCc1ccc(Cl)cc1)c1nnc(Cc2ccc(Cl)cc2)o1
  -8%	-13%	1.1	-7.9%	3%	-10%	-8%	3.6%	-26%
30) CC(=O)N(c1nc(CCl)cs1)c1c(C)cc(C)cc1C
  -5%	-22%	1.1	0.0%	12%	-4%	-5%	4.1%	-23%
31) Cc1nnsc1-c1nc2ccccc2[nH]1
  -4%	14%	1.1	-3.8%	-12%	2%	-8%	-3.0%	-18%
32) N#CCCN(C(=O)COC(=O)c1ccc2c(=O)n3c(nc2c1)CCC3)c1ccccc1
  0%	-11%	1	-12%	10%	-3%	-8%	4.5%	33%
33) Cc1cc(C(=O)OCC(=O)Nc2nnc(C(C)C)s2)c2ccccc2n1
  22%	8%	1.1	3.6%	6%	12%	-3%	13%	-26%
34) COc1cc2c(c(OC)c1OC)-c1ccc(N(C)CC(OC)OC)c(=O)cc1[C@@H](NC(C)=O)CC2
  .	-4%	.	.	11%	.	-9%	-4.4%	13%
35) Cc1nn(CCC(=O)NNC(=S)NCC(C)C)c(C)c1Br
  4%	14%	1.5	-4.4%	20%	-1%	-2%	-2.0%	-12%
36) Cc1nc2c3ccccc3nc(NNC(=O)CCC(=O)NCCN3CCN(c4ccccc4F)CC3)n2n1
  .	-13%	.	.	12%	.	-6%	7.1%	2%
37) CC(C)COCC(O)CCC(=O)NNC(=S)Nc1ccccc1 (configuration not stated)
  17%	13%	1.9	-22%	3%	6%	-1%	4.0%	-23%
38) Cc1cc(OCc2cc(C(=O)N(C)CCc3cnn(C)c3)no2)cc(C)c1Cl
  .	0%	.	.	-25%	.	-7%	10%	-39%
39) Cc1cc(C)cc(NC(=O)Cn2cc(C=O)c3ccccc32)c1
  .	-12%	.	.	-2%	.	-3%	0.8%	47%
40) CCOC(=O)CNC1CC(=O)N(c2cccc(Cl)c2)C1=O (configuration not stated)
  8%	-74%	1.2	-3.8%	4%	5%	-5%	-1.2%	12%

# Later entries
# The line under a structure holds: PMI inhibitors	KOR beta-arrestin-1	TNAP activators	XIAP antagonists	HEK293 NOD2/NF-kB	human PMI inhibitors	LYP inhibition	KOR beta-arrestin-2	NOD1 inhibition
41) COc1cc(C2NC(=S)NC(c3ccccc3)=C2C(C)=O)cc(Br)c1OCC(N)=O (configuration not stated)
  3%	17%	1	-7.8%	-12%	-14%	-1%	-1.6%	-32%
42) Cc1c(C(=O)N2CCN(c3ncccn3)CC2)sc2nc3n(c(=O)c12)CCCC3
  4%	6%	1.1	-5.6%	14%	-2%	-2%	6.1%	-1%
43) CC(C)OC(=O)C1CC(C)(O)C(=O)C(C(=O)OC(C)C)C1c1ccc([N+](=O)[O-])cc1 (configuration not stated)
  9%	-8%	1	-7.2%	-4%	5%	-6%	-1.4%	37%
44) COc1ccc(C)cc1S(=O)(=O)N1CCCC(C(=O)NCC2CCCO2)C1 (configuration not stated)
  7%	15%	1.1	-4.0%	6%	2%	-4%	-1.3%	-22%
45) Cc1cc(Cl)ccc1OCCCC(=O)N1CCN(C)CC1
  -6%	-23%	1	-3.1%	3%	-2%	1%	3.2%	33%
46) Cc1nc(S/C(=C/c2ccc(-c3ccc(C(=O)O)cc3)o2)C(=O)O)n[nH]1
  .	2%	.	.	16%	.	4%	3.1%	-9%
47) COc1cc2nc(C3CCC3)n(NC(=O)C3CCCC(OC)C3)c(=O)c2cc1OC (configuration not stated)
  5%	16%	1.1	-6.0%	6%	-1%	-6%	-4.3%	-8%
48) Cc1cccc(C(=O)O/N=C2\CCCc3ccccc32)c1
  0%	15%	1	-2.2%	20%	2%	-2%	1.2%	-6%
49) N#Cc1c(-c2ccccc2)cc(-c2ccccc2)[nH]c1=O
  .	22%	.	.	-1%	.	-5%	4.0%	4%
50) c1ccc(Cn2c(Sc3nnnn3-c3ccccc3)nnc2-c2ccccc2)cc1
  9%	48%	1.1	-2.7%	25%	8%	-8%	0.5%	-8%
51) O=C(CCc1nnc(-c2ccccc2)o1)c1ccc(Cl)cc1
  .	11%	.	.	10%	.	-7%	3.3%	-7%
52) O=C1/C(=C\c2ccsc2)N2CCC1CC2
  .	-12%	.	.	-1%	.	-6%	6.1%	-13%
53) CCN(CC1CCCO1)C(=O)c1cc(COc2ccc(OC)cc2Cl)on1 (configuration not stated)
  .	-20%	.	.	-6%	.	-9%	0.1%	-27%
54) Cc1ccc(C(=O)Nc2ccc3c(c2)OCO3)cc1NC(=O)c1ccco1
  -3%	-38%	1.1	-8.5%	-2%	12%	-5%	-0.2%	-33%
55) O=C(Cn1nnc(-c2cccs2)n1)NCc1ccco1
  -1%	-29%[20 µM]	1.1	-7.4%	6%	-7%	-10%	.	-14%
56) Cc1ccc2nc(SCn3nnc4ccccc4c3=O)[nH]c2c1
  17%	-6%	1.1	-5.0%	-85%	4%	-5%	-5.5%	-43%
57) O=C(Cn1nc(Cl)nc1Cl)Nc1ccccc1
  -1%	22%	1.1	-3.1%	1%	4%	0%	2.3%	-1%
58) O=S(=O)(NCC(c1cccnc1)N1CCN(c2ccc(F)cc2)CC1)c1ccc(F)cc1 (configuration not stated)
  9%	44%	1.2	0.0%	7%	8%	-1%	-5.1%	-20%
59) CC(=O)Nc1ccccc1OCC(=O)NCCc1ccc(Cl)cc1Cl
  0%	-46%	1.1	-8.3%	2%	-8%	-10%	-3.3%	6%
60) CCCn1c(=O)c(C(=O)Nc2ccccc2C(=O)OC)c(O)c2ccccc21
  -10%	-13%	1.1	-6.1%	24%	-16%	0%	.	-10%
61) Cc1cccc(NC(=O)COc2ccccc2C)n1
  19%	-6%	1.1	-3.3%	-39%	10%	-4%	-4.2%	-18%
62) Cc1ccc(N2CC(C(=O)Nc3ccc4c(c3)OCCO4)CC2=O)cc1 (configuration not stated)
  2%	35%	1.1	-3.2%	3%	2%	-10%	-3.2%	-17%
63) O=C(NC1CCCCC1)C(c1ccncc1)N(Cc1ccc(F)cc1)C(=O)c1ccccn1 (configuration not stated)
  .	14%[20 µM]	.	.	-4%	.	-9%	-0.6%	21%
